Screening data (PubChem BioAssay)
HEK293 NFkB inh: lowers PMA/ionomycin-induced NF-kB signal in HEK293 cells; HEK-293 NF-kB luciferase reporter, luminescence; AID 465; hit rate 0.21% among 62,000; inhibition, % at 3 µM;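 active means inhibition above the mean of all tested compounds plus 3 SD, cut at about 40% in these data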;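 further: 0% = stimulated DMSO wells and 100% = 10 µM reference inhibitor 5653914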
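Signal: luciferase luminescence; Material: HEK-293 cells with stable firefly luciferase reporter driven by four HIV NF-kB elements; Probe or stimulus: PMA with ionomycin; Replication: tested once; Times: 1 h compound pretreatment, then 16 h stimulation at 37 °C, 5% CO2; Benchmarks: DMSO and 10 µM reference inhibitor; Evaluation: per-plate % inhibition versus controls.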
NADH enzymes: inhibition of NAD/NADH coupling enzymes, library profiling; coupled PK/LDH NADH assays, four targets; IC50, µM (series often up to 10 µM), for inactives: at the highest dose inhibition; hit rate 0.02% among 65,000; AID 774;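 active means single-dose screening hits from any of four coupled enzyme assays that gave an IC50 when retested across doses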;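 further: the DPM-DC format reads NADH fluorescence rather than 340 nm absorbance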
D1 mod: D1 dopamine receptor (human) allosteric modulation; P21728; HEK293 D1, CRE-luciferase, dopamine EC30 potentiation; actives deviate in either direction; B-score at 10 µM; hit rate 5.9% among 58,000; AID 641;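 active means luminescence count or its row- and column-corrected plate score outside the 99.7% band of the plate's sample wells, on either side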
Target sequence (P21728 whole entry, looked up): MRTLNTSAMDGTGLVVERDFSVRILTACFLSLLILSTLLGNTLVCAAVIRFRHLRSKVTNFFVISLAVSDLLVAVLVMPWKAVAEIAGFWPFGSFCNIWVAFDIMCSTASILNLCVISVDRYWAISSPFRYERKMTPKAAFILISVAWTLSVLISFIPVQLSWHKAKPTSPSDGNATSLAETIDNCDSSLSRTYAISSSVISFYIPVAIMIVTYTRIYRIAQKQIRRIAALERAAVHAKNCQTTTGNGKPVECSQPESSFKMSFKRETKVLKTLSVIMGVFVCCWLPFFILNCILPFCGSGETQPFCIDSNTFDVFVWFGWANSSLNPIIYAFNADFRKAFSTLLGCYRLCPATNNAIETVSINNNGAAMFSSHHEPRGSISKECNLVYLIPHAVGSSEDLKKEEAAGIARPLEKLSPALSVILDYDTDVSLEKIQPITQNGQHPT
TNAP act DEA: human TNAP activation, intermediate phosphate acceptor; P05186; purified TNAP, CDP-star luminescence, 100 mM DEA, 30 min; active compounds read high; scale: 0 levamisole-inhibited, 1 vehicle-only enzyme; activation factor at 20 µM; 64,000 tested, under 10 active;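 active means activation factor of at least 2 at 20 µM, relative to controls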
Target sequence (P05186 whole entry, looked up): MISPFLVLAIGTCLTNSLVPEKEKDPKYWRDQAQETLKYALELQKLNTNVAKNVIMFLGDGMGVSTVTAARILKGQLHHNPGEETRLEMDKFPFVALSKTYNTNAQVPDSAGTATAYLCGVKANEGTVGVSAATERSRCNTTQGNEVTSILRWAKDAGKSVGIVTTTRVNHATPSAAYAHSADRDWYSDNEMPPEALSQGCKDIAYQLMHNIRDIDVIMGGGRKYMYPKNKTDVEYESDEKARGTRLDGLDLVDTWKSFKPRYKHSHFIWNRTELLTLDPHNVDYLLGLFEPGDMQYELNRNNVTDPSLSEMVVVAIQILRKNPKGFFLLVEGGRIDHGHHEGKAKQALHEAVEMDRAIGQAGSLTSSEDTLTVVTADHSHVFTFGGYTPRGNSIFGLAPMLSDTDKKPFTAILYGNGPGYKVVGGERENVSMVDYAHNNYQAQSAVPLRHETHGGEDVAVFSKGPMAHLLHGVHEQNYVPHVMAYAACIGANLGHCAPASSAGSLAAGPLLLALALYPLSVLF
M1 agonist: agonists of M1 muscarinic receptor. CHO-M1 cells, Fluo-4 calcium fluorescence, agonist mode; active compounds read high. B-score at 10 µM. hit rate 3% among 64,000. AID 626;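 active means fluorescence rise, raw or as B-score row- and column-corrected plate score, outside the 99.7% band of its plate's samples, either direction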
Ecoli tolC: E. coli tolC mutant growth inhibition. E. coli BW25113 tolC mutant growth, OD615. growth inhibition, % at 10 µM (by protocol). hit rate 2.2% among 65,000. AID 573;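 active means growth inhibition at or above a cutoff equal to the mean over every tested compound plus 3 SD, cut at about 60% in these data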;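 further: growth measured after 20 h incubation at 37 °C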
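Test system: tolC-deleted E. coli BW25113; medium: LB with kanamycin 50 µg/mL; compound: single-point testing at 10 µM; incubation: 20 h compound exposure of bacteria at 37 °C; signal: OD at 615 nm; evaluation: growth inhibition in percent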
SF-1 act: SF-1 (human) activation; Q13285; CHO-K1 Gal4-SF-1 LBD luciferase reporter; % increase over DMSO SF-1-specific signal; activation, % at 10 µM; hit rate 1.9% among 65,000; AID 522;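 active means activation above the mean activation of all tested compounds plus 3 SD, cut at about 50% in these data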
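Compound – one dose, 10 µM compound, 1% DMSO · Test system – transient Gal4-SF-1 LBD reporter, CHO-K1 · Input – 4,000 cells in each well · Read-out basis – percent activation relative to DMSO median and mock-transfected background · Replicates – single measurement per compound · Technique – steady-glow luciferase luminescence, read after 15 min reagent incubation · Timing – 20 h compound treatment, 37 °C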
M1 antagonist: blocks the rat M1 muscarinic receptor response to acetylcholine | P08482 | CHO-M1 cells, Fluo-4 calcium, ACh EC80 antagonist mode; active compounds read low | B-score at 10 µM | hit rate 3.4% among 64,000 | AID 628;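 active means calcium fluorescence response, raw or row-and-column corrected B-score, differing from the plate sample mean either way at a set confidence level, mostly lower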
Jurkat viability: cytotoxicity toward Jurkat cells; hit rate 1.2% among 56,000; Jurkat E6.1 viability, ATP luminescence, 48 h; inhibition, % at 4 µM; AID 463;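 active means inhibition above the mean inhibition of all tested compounds plus 3 SD, cut at about 28% in these data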
Active calls of the source: *; . = not tested or not shown; [ ] = another dose, or the depositor's remark.

SMILES | HEK293 NFkB inh | NADH enzymes | D1 mod | TNAP act DEA | M1 agonist | Ecoli tolC | SF-1 act | M1 antagonist | Jurkat viability
Cc1cc(=O)n2nc(N3CCCC(C(=O)NCCC4=CCCCC4)C3)sc2n1 (configuration not stated) | 17.5 | 5.0% | 0.265 | 0.9 | -0.152 | 4.2 | 7.1 | 0.619 | -0.6
CCn1ncc(Br)c1C(=O)Nc1ccc(F)cc1F | 15.0 | 5.0% | 0.713 | 1 | 0.124 | 4.8 | -10.2 | 0.524 | 2.7
CCn1c(COc2cccc(OC)c2)nnc1SCC(=O)Nc1cccc(OC)c1 | 8.5 | 7.0% | -0.485 | 0.9 | 3.03* | 15.6 | -4.3 | -0.912 | 0.1
COc1ccc(N(CC(=O)Nc2ccc3c(c2)OCCO3)S(=O)(=O)c2c(C)noc2C)cc1 | -5.0 | 4.0% | . | 0.9 | 0.625 | 13.0 | 15.6 | 0.00624 | 2.2
NC(=O)c1oc2ccccc2c1NC(=O)CCc1ccccc1 | 19.4 | 2.0% | 0.00116 | 0.9 | -1.12 | -8.0 | -3.8 | 0.126 | 5.3
CN(C)c1ccc(C=Nc2ccc(N(C)C)cc2)cc1 | . | 3.0% | -0.594 | 0.8 | -0.177 | -15.8 | . | -0.0683 | .
O=C(O)C1CC=CCC1C(=O)Nc1ccccc1Cl (configuration not stated) | 14.8 | 5.0% | 0.132 | 0.9 | -0.165 | -19.8 | -18.7 | 0.617 | 1.0
c1ccc(CNc2ncnc3c2cnn3-c2ccccc2)cc1 | 16.2 | 4.0% | -0.563 | 0.8 | -0.324 | -3.2 | 77.3* | 0.118 | 85.1*
Cc1ccc(S(=O)(=O)c2ccc(Cl)cc2)cc1S(=O)(=O)N1CCOCC1 | 13.1 | 1.0% | 0.304 | 1 | -0.0804 | 2.9 | -25.7 | 0.0406 | 7.5
O=C(Cn1cnc2c(cnn2-c2ccc(F)cc2)c1=O)NCC1CCCO1 (configuration not stated) | 14.5 | 8.0% | . | 1 | 0.364 | -13.1 | 8.4 | 0.267 | 1.5
Cc1cc(C)n(C(=O)C(C)N2C(=O)c3ccccc3C2=O)n1 (configuration not stated) | 14.3 | 4.0% | -0.754 | 0.9 | 2.04 | -11.6 | -9.0 | -1.07 | 4.1
COc1ccc(C(=O)Nc2nncs2)cc1S(=O)(=O)N1CC(c2ccccc2)CC1=O (configuration not stated) | -2.5 | 1.0% | -0.0291 | 1 | 0.325 | 14.6 | 6.4 | -0.423 | 4.4
CCCCn1c(SCC(=O)c2cc(OC)ccc2OC)nc2cc(S(N)(=O)=O)ccc21 | 17.4 | 4.0% | . | 0.9 | -0.293 | -1.9 | 2.7 | 0.502 | .
COc1ccc(C2C3=C(CCCC3=O)Nc3nc(SCc4ccc(C(=O)O)cc4)nn32)cc1OC (configuration not stated) | 7.9 | 2.0% | . | 1 | 0.839 | -7.5 | 1.6 | 0.135 | -0.5
O=C(c1ccco1)N1CCN(S(=O)(=O)c2ccc(Br)s2)CC1 | 6.0 | 7.0% | -0.00735 | 0.9 | -0.841 | -3.9 | 7.9 | -0.418 | -6.2
Cc1cc(N2CCC(C(=O)NC3CC3)CC2)nc(-c2ccccc2)n1 | 8.5 | 2.0% | -2.09 | 0.9 | -1.04 | 5.9 | -7.4 | -1.43 | 14.4
Cc1nnc(Sc2nc3c(c(=O)[nH]c(=O)n3C)n2Cc2ccccc2)s1 | -1.3 | 9.0% | . | 0.9 | 0.66 | -8.1 | -15.0 | 0.86 | -1.8
Cc1cc(NCCCn2ccnc2)n2c(nc3ccccc32)c1C#N | 18.7 | 1.0%[fluoresces] | 3.87* | 1 | -0.614 | -9.2 | -4.1 | 0.0853 | 12.5
Cc1ccc(-c2noc(-c3cccs3)n2)cc1 | -41.7 | 1.0% | -1.88 | 0.9 | -0.273 | 11.9 | 25.7 | -0.404 | -1.9
CCOC(=O)C1=C(C)NC(=O)NC1c1ccc(OCC(=O)Nc2ccccc2)c(OC)c1 (configuration not stated) | 31.7 | 3.0% | 0.355 | 1 | -0.494 | 0.3 | 11.7 | -0.778 | -4.2
COc1ccc(CCn2c(=N)c(C(=O)NCc3ccco3)cc3c(=O)n4ccccc4nc32)cc1 | . | 4.0% | -3.72* | 0.8 | 0.705 | 12.4 | -1.7 | -2.71* | .
O=C(Nc1ccccn1)C(NS(=O)(=O)c1cccc2nsnc12)c1ccccc1 (configuration not stated) | 16.0 | 9.0% | -0.395 | 0.9 | -1.23 | 0.3 | -7.4 | -1.51 | -2.5
Cc1occc1C(=O)OCC(=O)Nc1ccc(F)cc1 | . | 7.0% | . | 1.1 | -0.178 | 15.3 | -1.2 | -0.259 | .
CCOC(=O)COc1ccc2c(c1)C(=O)CC1(CCN(C(C)=O)CC1)O2 | 8.8 | 10.0%[fluoresces] | -0.814 | 1 | -0.251 | 4.8 | 11.4 | 0.0653 | .
CCOC(=O)CNc1ncnc2nc[nH]c12 | 13.3 | 2.0% | . | 0.9 | 0.18 | -16.7 | -4.2 | -0.00914 | 4.9
CC(=O)Nc1ccc(N=Cc2ccc[nH]2)cc1 | 5.7 | 1.0% | 0.000573 | 0.9 | 1.43 | -21.7 | 5.0 | -0.0226 | -4.5
COCCCNC(=O)CCC(=O)Nc1ccc2nc(N3CCOCC3)cc(C)c2c1 | 0.0 | 9.0%[fluoresces] | 0.119 | 1 | -0.152 | -10.9 | 9.1 | 0.357 | 3.2
Cc1ccc2nc(SCC(=O)NC(=O)NCc3ccco3)[nH]c2c1 | 11.7 | 5.0% | . | 1 | 0.591 | -4.0 | 6.5 | 0.269 | 0.1
Fc1ccc(C(c2nnnn2Cc2cccs2)N2CCN(C3CCCCC3)CC2)cc1 (configuration not stated) | 10.7 | 17.0% | -0.0337 | 0.8 | 0.16 | -3.8 | 21.4 | -0.172 | 3.6
Cc1c(C(N)=O)sc2nc(-c3ccccc3)cn12 | 4.0 | 3.0% | 0.376 | 0.9 | -0.766 | 1.6 | 37.0 | 0.258 | -1.1
COC(=O)c1cc(OC)c(OC)cc1NC(=O)c1cc(C)on1 | 15.6 | 7.0% | . | 0.9 | 0.534 | -9.7 | -11.3 | 0.0618 | 4.5
COc1cc(C2NC(=O)NC(c3ccccc3)=C2C(C)=O)ccc1OCC(=O)O (configuration not stated) | -1.3 | 11.0% | -1.25 | 1 | -0.246 | -19.6 | -11.3 | 0.178 | 5.2
O=C1OCCC1Sc1nnc(-c2ccco2)o1 (configuration not stated) | 7.2 | 8.0% | -0.0263 | 0.9 | 0.36 | -4.4 | -1.1 | -0.716 | -5.1
COc1ccc(CCN2C(=O)CC(N3CCN(S(=O)(=O)c4ccccc4)CC3)C2=O)cc1 (configuration not stated) | 1.6 | 2.0% | . | 0.9 | -1.27 | -13.2 | 0.1 | 0.195 | 0.5
CCC(C(=O)N1CCc2ccccc2C1)n1nc(C)n2c(cc3occc32)c1=O (configuration not stated) | 13.7 | 6.0% | -0.129 | 1 | 0.0954 | -0.2 | -18.4 | -0.302 | -7.0
O=C(O)CCc1ccc(-c2ccccc2)n1Cc1ccco1 | 0.5 | 7.0% | 0.653 | 1 | -0.476 | 14.6 | 6.4 | -0.343 | .
O=C(NC1CCCCC1)NC1CCN(S(=O)(=O)c2ccc3c(c2)OCCO3)CC1 | 6.3 | 1.0% | 0.323 | 0.9 | -0.158 | -5.4 | 5.5 | 0.0401 | -6.9
O=C(NCCCN1CCCCC1)C1(S(=O)(=O)c2ccc(Cl)cc2)CC1 | 8.1 | 0.0% | 0.0934 | 1 | 0.725 | -17.4 | 12.2 | -0.00121 | 3.4
O=C(c1ccc2nc(N3CCOCC3)sc2c1)N1CCN(C(=O)c2ccco2)CC1 | 2.2 | 0.0% | 0.0666 | 0.9 | -0.199 | -5.6 | -2.8 | 0.703 | -0.4
O=C1CC(c2ccc3c(c2)OCO3)Sc2nc3ccccc3n21 (configuration not stated) | -11.9 | 6.0% | 1.53 | 0.9 | 2.11 | -3.8 | -23.0 | -0.883 | 8.4

One compound at a time, from the list above. Order of values: HEK293 NFkB inh | NADH enzymes | D1 mod | TNAP act DEA | M1 agonist | Ecoli tolC | SF-1 act | M1 antagonist | Jurkat viability
COC(=O)c1cc(OC)c(OC)cc1NC(=O)c1cc(C)on1 across the screens: 15.6 | 7.0% | . | 0.9 | 0.534 | -9.7 | -11.3 | 0.0618 | 4.5
CCOC(=O)CNc1ncnc2nc[nH]c12 across the screens: 13.3 | 2.0% | . | 0.9 | 0.18 | -16.7 | -4.2 | -0.00914 | 4.9

Additional compounds
SMILES | HEK293 NFkB inh | NADH enzymes | D1 mod | TNAP act DEA | M1 agonist | Ecoli tolC | SF-1 act | M1 antagonist | Jurkat viability
CCC(CC)c1nc2cc(OC)c(OC)cc2c(=O)o1 | . | 11.0% | . | 0.9 | 0.0648 | 9.3 | -13.0 | 0.495 | .
CCCn1c(SCC(=O)Nc2nnc(CC)s2)nc2c1c(=O)n(C)c(=O)n2C | 7.3 | 7.0% | -0.0504 | 1 | -0.245 | -5.3 | 3.3 | 0.534 | -1.6
COc1ccc(/C(O)=C2\C(=O)C(=O)N(c3cc(C)on3)C2c2ccccc2OC)cc1 (configuration not stated) | . | 3.0% | 0.374 | 0.8 | 0.474 | 12.8 | 10.2 | 0.0373 | .
O=C(Nc1ccc2ccccc2c1)N1CCN(c2ncccc2C(F)(F)F)CC1 | 11.7 | 6.0% | -0.233 | 0.9 | 1.28 | 26.3 | -7.0 | -0.399 | -1.9
CSc1nnc2n(C3CCCCC3)c(=O)c3c4c(sc3n12)CCCC4 | . | 2.0% | . | 1 | -0.261 | -0.7 | 25.4 | 1.94 | .
COc1ccccc1CNS(=O)(=O)c1ccc(NC(C)=O)cc1 | 9.4 | 3.0% | -0.942 | 0.9 | -0.579 | 2.2 | 6.6 | -0.381 | 8.6
CC(C)C(c1nnnn1CCc1ccccc1)N1CCOCC1 (configuration not stated) | 10.4 | 0.0% | -0.692 | 0.9 | 0.352 | -10.4 | -12.9 | -0.131 | -8.3
CC(=O)Nc1ccc(S(=O)(=O)NCc2csc(C)n2)cc1 | 2.3 | 10.0% | -0.0263 | . | -0.61 | -13.7 | -8.1 | 0.448 | -2.9
O=C(NCc1cccs1)[C@@H]1CSC2c3ccccc3C(=O)N21 (some centres not stated) | 1.9 | 5.0% | 0.664 | 0.9 | -0.617 | -9.8 | 19.7 | 0.0439 | -4.1
O=C(Cn1nnc(-c2ccccc2F)n1)NCCc1ccccc1 | 0.6 | 11.0% | -0.0669 | 0.9 | -0.183 | 4.0 | -3.8 | -1.09 | 5.4
Cc1ccc(S(=O)(=O)Nc2nc3ccc(S(=O)(=O)N4CCCC4)cc3s2)cc1 | 2.7 | 3.0% | -0.0702 | 1 | 0.33 | 22.4 | 8.8 | 0.51 | 7.2
O=C1C(Cl)=C(NCC2CCCO2)C(=O)N1CCc1ccccc1 (configuration not stated) | -18.2 | 3.0% | -0.0208 | 0.9 | -0.949 | 28.6 | 35.5 | 0.905 | -5.9
CCN(CC)S(=O)(=O)c1ccc(NC(=O)CN(c2ccc(OC)cc2OC)S(C)(=O)=O)cc1 | 10.8 | 2.0% | . | 1 | 0.536 | 14.3 | 6.4 | 0.346 | -0.8
CCCSc1nc2c(c(=O)n(C)c(=O)n2C)n1Cc1ccc(C)cc1 | 2.1 | 4.0% | 1.94 | 0.9 | -0.305 | 25.0 | -27.0 | -0.0114 | 2.6
